INS promoter inh = TRM-6 insulin promoter activity inhibition. TRM-6 cells (human fetal islet line), insulin promoter-eGFP reporter, imaging; reporter expression induced with tamoxifen. inhibition, % at 2 µM. hit rate 0.9% among 130,000. AID 1273;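 active means inhibition above the mean plus 3 SD, with well images judged a real hit on visual review, cut at about 60% in these data, passing the limit was not always enough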
sdo1 growth = compounds rescuing growth of sdo1-depleted yeast, bone marrow failure model; S. cerevisiae sdo1-depleted JHY4D growth rescue, OD600 30 h; stronger effect = higher value; pdr5 snq2 efflux-pump mutant strain; z-score at 10 µM; hit rate 0.21% among 140,000;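 active means z-score above 3 at both the 24 hr and the 30 hr optical density reads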;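 further: z-score against mean and SD of all compound wells on the same plate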
sdo1 growth Rescue 24 h = also measured in sdo1 growth; calls as there; z-score; S. cerevisiae sdo1-depleted JHY4D growth rescue, OD600; measured here: growth rescue at 24 h;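 0 is the plate mean of compound wells and units are plate SD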
* = called active by the depositor; i = inactive; · = not tested or not shown.

sdo1 growth	sdo1 growth Rescue 24 h	INS promoter inh	smiles
1.3	1	71	Cc1noc(NS(=O)(=O)c2ccc(NC(=O)CCCOc3ccc(Cl)cc3Cl)cc2)c1C
0.58	1.1	0	O=C(C1CCCN(S(=O)(=O)c2cccc3nonc23)C1)N1CCN(c2ccccc2)CC1 (stereo not given)
-0.47	-1.2	3	Oc1oc(-c2ccccc2)nc1C=NCc1ccncc1
-1.3	-0.77	-18	Cc1nc(-c2ccccn2)sc1C(=O)Nc1ccc(F)cc1F
0.33	0.17	-46	C=CCn1cc(C(=O)OC)c(=O)c2cc(S(=O)(=O)N(CC)CC)ccc21
-1	-0.86	-19	CCOC(=O)C(=Cc1ccc(F)cc1)C(=O)OCC
·	·	6	O=C(CN1CCc2ccccc2C1)Nc1ccc(F)cc1F
-0.07	0.17	-30	Cc1ccc2[nH]c(=O)c(CN(Cc3ccccc3Cl)C(=O)N3CCOCC3)cc2c1
-0.79	-1.2	-16	CCn1c(-c2ccccc2)ccc(C#N)c1=O
0.46	0.3	·	Cc1ccc(S(=O)(=O)CCC(=O)OCC(=O)Nc2cc(C)on2)cc1
-0.55	-0.83	21	CCn1nccc1C(=O)Nc1cc(Cl)ccc1Cl
·	·	20	COc1ccccc1NC(=S)N(CCCN1CCOCC1)Cc1cccs1
-1.9	-0.35	·	COc1ccc(OC)c2sc(NC(=O)c3ccc(Cl)s3)nc12
·	·	20	Cc1ccc(NC(=O)CCC(=O)N/N=C/c2cccs2)cc1
·	·	29	CCNc1nc(SCC(=O)OC)nc(N(C)C)n1
·	·	-29	Cc1cccc(NC(=O)CN2C(=O)c3ccccc3C2=O)c1C
1.1	0.31	31	COC(=O)CSc1nc(NC(C)C)nc(N2CCOCC2)n1
-0.46	-1.2	·	COc1ccc(C(=O)COC(=O)CN2C(=O)NC(C)(C)C2=O)cc1OC
·	·	-21	COc1ccc(S(=O)(=O)NCc2ccc(F)cc2)cc1OC
-0.03	-0.86	24	COc1ccc(/C(C)=N/N=C(\C)c2ccc(OC)cc2OC)c(OC)c1

Arranged by the number under sdo1 growth (rising): 7 from the list above
sdo1 growth	sdo1 growth Rescue 24 h	INS promoter inh	smiles
-0.46	-1.2	·	COc1ccc(C(=O)COC(=O)CN2C(=O)NC(C)(C)C2=O)cc1OC
-0.07	0.17	-30	Cc1ccc2[nH]c(=O)c(CN(Cc3ccccc3Cl)C(=O)N3CCOCC3)cc2c1
-0.03	-0.86	24	COc1ccc(/C(C)=N/N=C(\C)c2ccc(OC)cc2OC)c(OC)c1
0.33	0.17	-46	C=CCn1cc(C(=O)OC)c(=O)c2cc(S(=O)(=O)N(CC)CC)ccc21
0.46	0.3	·	Cc1ccc(S(=O)(=O)CCC(=O)OCC(=O)Nc2cc(C)on2)cc1
1.1	0.31	31	COC(=O)CSc1nc(NC(C)C)nc(N2CCOCC2)n1
1.3	1	71	Cc1noc(NS(=O)(=O)c2ccc(NC(=O)CCCOc3ccc(Cl)cc3Cl)cc2)c1C

Carrying on:
sdo1 growth	sdo1 growth Rescue 24 h	INS promoter inh	smiles
·	·	9	CC(OC(=O)c1cccnc1Cl)C(=O)Nc1ccc2c(c1)OCCO2 (stereo not given)
-0.07	-0.5	25	O=C1c2ccccc2C(O)(Cc2ccccc2)N1Cc1ccco1 (stereo not given)
0.29	0.27	52	Cc1ccc(C)c(N(C(=O)CS(=O)CC(=O)Nc2ccc3c(c2)OCO3)C(C)C(=O)NC2CCCC2)c1 (stereo not given)
0.41	-0.17	-33	O=P(O)(O)CCP(=O)(c1ccccc1)c1ccccc1
-1.7	-1.3	-46	COc1ccc(CNC(=O)c2c(C)oc3c2C(=O)c2ccccc2C3=O)cc1
-1.8	-1.2	·	COc1ccc(C(=O)O/N=C(\N)Cc2ccc(Cl)cc2)cc1OC
0.63	0.11	23	C/C(N)=C(/C#N)C(=O)CSc1cc(Cl)ccc1Cl
1.1	1.8	·	CCNc1c(C(=O)O)ccc2c1C(=O)c1ccccc1C2=O
0.69	1	-107	COCCNC(=O)CSCc1nc(-c2ccc(SC)cc2)oc1C
·	·	33	COC(=O)C1=C(N)Oc2cc(C)n(Cc3ccncc3)c(=O)c2C1c1cccnc1 (stereo not given)
0.85	0.42	29	O=C(O)Cn1c(P(=O)(O)c2ccccc2)nc2ccccc21
0.11	-0.25	·	Clc1ccc2[nH]c3c(NCCCN4CCOCC4)ncnc3c2c1
·	·	-33	CCOC(=O)CNc1ncc(C(F)(F)F)cc1Cl
-0.46	0.44	·	Cc1ccc(C(=O)COC(=O)c2ccc3c(c2)C(=O)N(c2cccc4ncccc24)C3=O)cc1C
1	0.91	-104	O=S(=O)(Cc1ccccc1)Nn1cnnc1
-0.58	-0.69	45	O=S(=O)(/N=C/N1CCOCC1)c1ccc(Cl)cc1
1.1	0.64	i	CCc1ccc(NC(=O)c2cccnc2)cc1
0.62	-0.31	-69	OC1CN=C2Sc3ccccc3N2C1 (stereo not given)
-1	-0.78	-64	COC(=O)c1cccc(NC(=O)c2nn(C)c(=O)c3ccccc23)c1
·	·	0	Cc1ccccc1-c1n[nH]c(=S)n1Cc1ccccc1

Retrieved one by one from the list above:
sdo1 growth	sdo1 growth Rescue 24 h	INS promoter inh	smiles
1	0.91	-104	O=S(=O)(Cc1ccccc1)Nn1cnnc1
0.62	-0.31	-69	OC1CN=C2Sc3ccccc3N2C1 (stereo not given)
-1	-0.78	-64	COC(=O)c1cccc(NC(=O)c2nn(C)c(=O)c3ccccc23)c1
0.11	-0.25	·	Clc1ccc2[nH]c3c(NCCCN4CCOCC4)ncnc3c2c1

Next entries.
sdo1 growth	sdo1 growth Rescue 24 h	INS promoter inh	smiles
-0.82	-0.91	-14	COc1cccc(N2CCN(C(=S)NCc3ccco3)CC2)c1
-0.19	0.18	15	CCN(CC)S(=O)(=O)c1cc(NC(=O)COC(=O)c2sc3ccccc3c2Cl)ccc1C
·	·	15	Cc1ccc(CNC(=O)CN(C)S(=O)(=O)c2cccs2)cc1
·	·	50	COc1cc(NC(=O)c2ccc3c(SCC(=O)O)c4c(nc3c2)CCCC4)cc(OC)c1OC
·	·	4	Cc1ccc(C(=O)OCc2c(C)noc2C)cc1NC(=O)c1ccco1
1.6	1.7	·	COc1ccc(C2N3CC4(C)CN2CC(C)(C3)C4=O)cc1OC (stereo not given)
0.94	0.42	·	O=C(CSc1nc(-c2ccco2)cc(C(F)(F)F)n1)NCCCn1ccnc1
-0.2	-0.18	-16	CC1(C)NC(=O)N(CC(O)CN2CCCCC2)C1=O (stereo not given)
·	·	-48	CN(C)C(=O)c1cc(-c2ccccc2)no1
1.2	1.4	21	COc1ccc(-c2noc(CSc3nc(N)c(-c4ccccc4)c(=O)[nH]3)n2)cc1OC
0.31	-0.06	·	Cc1noc(C(=O)Nc2ccc3c(c2)OCO3)c1Cl
-0.35	-0.09	-3	COc1cccc(NC(=O)C(NC2CCCC2)c2ccccc2)c1 (stereo not given)
·	·	20	CCC(=O)c1ccc(OCC(O)Cn2nc(C)c(C(C)=O)c2C)cc1 (stereo not given)
·	·	-26	COCCN(Cc1cc2ccc(C)c(C)c2nc1Cl)C(=O)N1CCOCC1
0.77	0.64	-9	O=C(NCCN1CCN(c2ccccc2F)CC1)C1CC(=O)N(C2CCCC2)C1 (stereo not given)
2.3	2.8	·	O=C(NC(=S)Nc1ccc(S(=O)(=O)Nc2nccs2)cc1)c1ccc(F)cc1
·	·	-6	Cc1ccc2sc(C)[n+](CCO)c2c1
-0.26	-0.89	9	Cc1ccc(-c2noc(CCC(N)=O)n2)cc1
0.09	-0.64	·	C=CCOc1ccc(C2NC(=S)NC(C)=C2C(=O)c2ccccc2)cc1OC (stereo not given)
-0.66	-0.24	47	O=C1NC2=C(CCc3ccccc32)C(c2ccc(Br)cc2)N1 (stereo not given)
0.29	-0.27	15	CCOc1cc(C(=O)OCC(=O)c2c(N)n(C)c(=O)n(C)c2=O)cc(OCC)c1OCC
-0.37	-0.67	17	O=C(Nc1ccccc1C(=O)O)c1cncc(Br)c1
-0.17	-0.18	-77	Cc1cccc(C)c1Nc1nnc(SCc2nc3ccccc3c(=O)[nH]2)s1
-1.2	-1.6	26	CC(=O)O[C@H]1CC[C@@]2(C)C(CCC3C2CC[C@]2(C)OC(=O)CCC32)C1 (stereo not given in full)
1.2	0.56	-14	COc1ccc(CNC(=O)C/C(C)=N/NC(=O)Cc2ccc(OC)c(OC)c2)cc1
-0.38	-0.86	32	C=CCOc1ccc(/C(CC)=N/O)c(OC)c1
-0.65	-0.85	·	FC(F)(F)c1ccc(Cl)c(NC(=S)NC2CC2)c1
-0.24	0.43	-23	CCCCC1(CCCC)NC(=S)N(Nc2ccc(C)cc2)C1=O
0.31	-0.48	30	Cc1cc(C)nc(SCC(=O)Nc2ncc3c(n2)CCCC3=O)n1
·	·	25	O=C(N/N=C/c1cc(Br)cc(Br)c1O)c1ccncc1
-1.9	-1.3	·	O=C(NCc1ccco1)c1cc(-c2ccccc2)nc2ccccc12
-0.12	-0.58	-3	Cc1ccc(OCC(O)CNC(=O)c2ccccc2C(=O)O)cc1 (stereo not given)
-0.22	-1.9	19	CCOC(=O)CSc1nnc([C@@H](NC(=O)OC(C)(C)C)C(C)C)o1
·	·	25	O=C(Nc1ccc(N2CCOCC2)cc1)C1CC(=O)N(c2ccccc2)C1 (stereo not given)
-0.91	-1	-29	COc1cc2c(=O)n(Cc3ccccc3)c(=O)n(CC(=O)NCCc3ccccc3)c2cc1OC
-0.42	-0.96	42	CCOC(=O)C1CCN(c2c(NCCCN(CC)c3ccccc3)c(=O)c2=O)CC1
0.26	0.39	41	COc1ccccc1N1C(=O)c2ccccc2NC1C(OC)OC (stereo not given)
0.03	-0.01	13	O=C(Nc1nccs1)c1cnccn1
-1.2	-0.65	22	Cn1c(=O)c(-c2ccccc2)nn2c3ccccc3nc12
1	0.82	·	CN(C)CCCN(Cc1ccccc1)C(=S)Nc1cccc(C(F)(F)F)c1
14*	3.3*	-20	CCOc1cccc2c1OC1(CCCCC1)N1N=C(c3cccnc3)CC21 (stereo not given)
-0.11	-0.47	·	Cc1c(O)c(CN2CCCC2)cc2c1oc(=O)c1ccccc12
0.65	0.19	·	Cc1ccc(C(=O)N2CCN(c3ccc(NC(=O)c4cccnc4)cc3)CC2)cc1
·	·	46	O=C(Nc1ccccc1-c1nnn(CC(=O)N2CCCc3ccccc32)n1)c1cccc(Cl)c1
·	·	-31	CCCCN(C)CCCNC(=O)/C=C1\Sc2ccccc2NC1=O
-0.38	-0.02	·	O=C(c1ccc(S(=O)(=O)N2CCOCC2)cc1)N1CCN=C1SCc1cccnc1
0.82	1.2	·	O=C(NC(=S)Nc1ccc(NC(=O)c2cccs2)cc1)c1ccc([N+](=O)[O-])cc1
-0.61	-0.34	-14	COC(=O)c1c(NC(=O)CN2CCC3(O)CCCCC3C2c2ccc(F)cc2)sc(C)c1C (stereo not given)
·	·	-7	CC(C)(C)C(=O)Nc1ccc(N=Nc2ccccc2)cc1
0.48	0.04	43	O=C(NO)c1ccccc1O

Next results:
sdo1 growth	sdo1 growth Rescue 24 h	INS promoter inh	smiles
-0.09	-1.1	-31	CCn1c(SCC(=O)OCc2ccccc2)nc2c1c(=O)n(C)c(=O)n2C
-0.44	-0.94	-250	O=C(CN1CCC(NC(=O)c2ccc(F)cc2)CC1)NCc1ccccc1F
·	·	33	CN(N)C(=S)Nc1ccc(Cl)cc1
-0.35	-0.4	·	C/C(Nc1ccc(C)cc1)=C(/C#N)C(N)=O
0	-1.3	-71	Cc1ccc(C)c(N2CCN(C(=O)c3ccc(CSc4nc5ccncc5[nH]4)cc3)CC2)c1
-0.96	0.98	25	COc1ccc(/C=C/C=C2\N=C(SC)SC2=O)cc1
·	·	-6	CC(=O)C1=C(O)C(=O)N(Cc2cccnc2)C1c1ccc(O)cc1 (stereo not given)
·	·	-33	Cc1cccc(CN2C(=O)c3ccccc3Sc3ccc(C(=O)NCCN4CCOCC4)cc32)c1
0.95	0.55	·	CC(C)(C)OC(=O)N1Cc2ccccc2C[C@H]1C(=O)O
0.93	0.97	·	COc1cccc(C(=O)Nc2c3c(nn2-c2ccccc2C)CS(=O)C3)c1OC (stereo not given)

Two of the compounds above, with tabs.
structure	sdo1 growth	sdo1 growth Rescue 24 h	INS promoter inh
CC(C)(C)OC(=O)N1Cc2ccccc2C[C@H]1C(=O)O	0.95	0.55	·
COc1cccc(C(=O)Nc2c3c(nn2-c2ccccc2C)CS(=O)C3)c1OC (stereo not given)	0.93	0.97	·

Further structures follow:
sdo1 growth	sdo1 growth Rescue 24 h	INS promoter inh	smiles
-1.1	-0.78	18	CCOC(=O)c1c(NC(=O)CSc2nnc(C)s2)sc2c1CCCCC2
-1.9	-1.4	6	Cc1cc(NCCCN)nc(-c2ccccc2O)n1
1.4	1.3	-100	CCOc1ccccc1OCC(=O)O
·	·	-36	O=C(O)c1cn(Cc2cccnc2)c(=O)c2ccccc12
-0.43	2.4	·	O=C(Nc1nnc(SCc2ccccc2)s1)c1cc2c(s1)CCCC2
·	·	32	O=c1[nH]c(SCc2cc(=O)n3ccccc3n2)nc2c1CCC2
·	·	14	COc1ccc(OCc2n[nH]c(=S)n2N)cc1
0.99	0.81	·	COc1ccc(NC(=O)c2ccc(COCC(F)(F)C(F)F)cc2)cc1
0.5	0.83	32	COC(=O)C1=C(N)c2ccccc2C1(C#N)c1ccccc1 (stereo not given)
0	-1	22	CCCCNC(=S)NCc1ccc2[nH]c(C)cc2c1
-0.55	1.1	·	CC(C)(C)c1nc2ccccc2c2nnc(SCC(=O)Nc3nc4ccccc4s3)n12
0.56	-0.02	-40	O=C(O)CCc1ccc(-c2ccc(Cl)cc2)o1
0.05	-0.39	·	Cc1ccc(-n2[nH]c(C)c(C=Nc3ccc(S(=O)(=O)Nc4nccs4)cc3)c2=O)cc1C
·	·	-73	COc1ccc(-c2csc(-c3[nH]cnc3N)n2)cc1
